Screening data as filed in PubChem.
PGK inhibitor: inhibitors of T. brucei phosphoglycerate kinase; P07378; PGK/GAPDH coupled, Kinase-Glo luminescence, 60 min; Potency, µM (highest dose often 57.5 µM), for the others: at the top dose activity change, negative = inhibition, usual class: inhibitors; hit rate 0.043% among 380,000; AID 602233; also: potency is read from the fitted curve at half-maximal effect; % is scaled to controls: 0 for no effect and ±100 for the full control effect; nearly all actives have a fitted effect of over 60% in size
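Luminescent ATP detection (Kinase-Glo Plus) follows a 60-minute room-temperature incubation, with wells lacking PGK as controls. Buffer: 100 mM TEA (pH 7.6), 5 mM MgCl2, 0.01% Tween-20. Coupling enzyme GAPDH (100 nM final) supplies unstable 1,3-BPG in-well.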
Pin1 inhibitor: human Pin1 inhibition; Q13526; Pin1 FP peptide displacement, HiFluor488, 10 min; Potency, µM (highest dose often 115 µM), for the others: at the top dose activity, negative = inhibition, hits mostly inhibitors; hit rate 0.009% among 390,000; active = well fitted inhibition curve with a large enough effect in the polarisation, with a control signal flat, not every such curve was filed as active; inconclusive = small, poorly fitted or top-dose-only effect, or effect the other way, or a change in a side signal; inactive = no such curve, though single readings can be large or run the other way; the % refers to the polarisation; also: potency is read from the fitted curve at half-maximal effect; % is scaled to controls: 0 for no effect and ±100 for the full control effect
Target sequence (Q13526 whole entry, looked up): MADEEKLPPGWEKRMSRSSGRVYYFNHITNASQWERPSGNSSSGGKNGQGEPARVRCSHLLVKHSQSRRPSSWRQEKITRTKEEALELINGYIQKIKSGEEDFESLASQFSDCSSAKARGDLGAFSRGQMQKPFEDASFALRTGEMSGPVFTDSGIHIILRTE
BAZ2B block: blocks human BAZ2B | Q9UIF8 | AlphaScreen BAZ2B-H3K14Ac peptide displacement | Potency, µM (series often up to 114 µM), for inactives: at the highest dose activity change, negative = inhibition, usual class: inhibitors | hit rate 4.4% among 360,000; also: potency is read from the fitted curve at half-maximal effect; % is scaled to controls: 0 for no effect and ±100 for the full control effect; nearly all actives have a fitted effect of over 60% in size
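Complex of BAZ2B and biotin-H3K14Ac (50 nM apiece) forms over 30 min at RT, then faces library compounds up to 110 uM for another 30 min; AlphaScreen beads added, 20 min dark incubation, luminescence read.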
G9a block: G9a (human) methyltransferase inhibition | Q96KQ7 | G9a H3K9 monomethylation, AlphaScreen, 2 h | Potency, µM (highest dose often 102 µM), inactives show at the top dose activity, negative = inhibition, most hits filed as inhibitors | hit rate 8.8% among 350,000 | AID 504332; also: potency is read from the fitted curve at half-maximal effect; % is scaled to controls: 0 for no effect and ±100 for the full control effect; nearly all actives have a fitted effect of over 75% in size
Target sequence (Q96KQ7 913-1193 limits assumed): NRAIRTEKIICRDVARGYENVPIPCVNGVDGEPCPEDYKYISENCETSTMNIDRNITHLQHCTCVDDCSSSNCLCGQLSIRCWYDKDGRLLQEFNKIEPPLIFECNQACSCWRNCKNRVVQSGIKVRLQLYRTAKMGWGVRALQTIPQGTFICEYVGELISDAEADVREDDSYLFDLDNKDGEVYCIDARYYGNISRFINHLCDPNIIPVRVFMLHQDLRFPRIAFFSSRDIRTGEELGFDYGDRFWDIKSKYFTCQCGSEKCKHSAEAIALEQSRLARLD
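Signal arises when biotinylated H3K9 peptide, once monomethylated, bridges streptavidin donor and antibody-captured acceptor beads. Enzyme at 20 nM was preincubated 15 min with test compounds; peptide 500 nM and SAM 20 uM then reacted for 2 h.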
HP1b binding inh: inhibitors of HP1-beta chromodomain binding to methylated histone tails. AID 540317. Potency, µM (top dose mostly 114 µM), without a hit: top-dose activity change, negative = inhibition, most hits filed as inhibitors. AlphaScreen HP1-beta / biotin-H3K9me3 peptide binding. hit rate 0.56% among 390,000; also: potency is read from the fitted curve at half-maximal effect; nearly all actives have a fitted effect of over 70% in size; inactives centre near 23
Target sequence (P83916 whole entry, looked up): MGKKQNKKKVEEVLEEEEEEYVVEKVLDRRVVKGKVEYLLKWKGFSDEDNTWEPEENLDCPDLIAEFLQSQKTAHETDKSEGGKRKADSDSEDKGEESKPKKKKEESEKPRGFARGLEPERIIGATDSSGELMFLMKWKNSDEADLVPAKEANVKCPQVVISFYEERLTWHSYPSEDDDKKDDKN
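HP1-beta protein (50 nM final) preincubated 30 min at room temperature with biotinylated H3(1-18)K9me3 peptide (50 nM) in PBS pH 7.4, 0.01% Tween-20, then compound added for 30 min. AlphaScreen streptavidin donor/nickel chelate acceptor beads (10 ug/mL final), 30 min dark, luminescence read.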
GLS inhibitor: glutaminase GLS (human) inhibition. O94925. GLS enzymatic activity, qHTS titration. Potency, µM (doses to about 45.5 µM), inactives show at the top dose activity change, negative = inhibition, most hits filed as inhibitors. hit rate 0.21% among 410,000; also: potency is read from the fitted curve at half-maximal effect; % is scaled to controls: 0 for no effect and ±100 for the full control effect
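hKGA; 45 mM KH2PO4 pH 8.2 + 0.02% Tween-20; cpd via pin tool; 1 mM Gln soln; GluOx/HRP/Amplex Red; RT 30 min; fluor. t0 & final.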
PI4K2A inh: inhibitors of human PI4K2A; Q9BTU6; purified PI4K2A, ADP-Glo luminescence, 1 h; stronger effect = lower value; activity change, negative = inhibition, % at 76.9 µM; hit rate 0.13% among 420,000; AID 1346378; in the data active = activity change below about -50%; inconclusive = mostly about -30% to -49%;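 also: -100% = wells without enzyme as full effect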
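PI4K2A activity was measured by ADP-Glo luminescence: enzyme (4 ug/mL stock) and phosphatidylinositol (1.2 mM stock) in Tris pH 7.5/MgCl2/EGTA/Triton X-100 buffer were reacted with ATP (300 microM stock) for one hour at ambient temperature.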
JMJD2A Tudor inh: inhibitors of human JMJD2A Tudor domain. O75164. AlphaScreen JMJD2A-Tudor / H3K4me3 peptide binding. Potency, µM (doses to about 114 µM), without a hit: top-dose activity change, negative = inhibition, hits mostly inhibitors. hit rate 4.4% among 390,000. AID 504339; also: potency is read from the fitted curve at half-maximal effect; % is scaled to controls: 0 for no effect and ±100 for the full control effect; nearly all actives have a fitted effect of over 50% in size
Pol eta inh: DNA polymerase eta (human) inhibition | Q9Y253 | recombinant Pol eta, fluorescent DNA replication assay | Potency, µM (highest dose often 114 µM), without a hit: at the highest dose activity change, negative = inhibition, actives largely listed as inhibitors | hit rate 1.2% among 390,000 | AID 588591; also: potency is read from the fitted curve at half-maximal effect; % is scaled to controls: 0 for no effect and ±100 for the full control effect
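Pol eta at 10 nM preincubated with compounds 15 min at room temperature; reaction started with fluorescent substrate (50 nM final) and read kinetically at 0 and 10 min.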
The depositor's hits bear a star; i = inactive; ? = inconclusive; · = not tested or not shown; [ ] = remark or other dose. Unless noted, calls follow the shape of the dose curve; as a rule, active = well fitted curve in the direction sought with a large enough effect; inconclusive = small, poorly fitted or top-dose-only effect, or another doubt; inactive = no such curve, though single readings can be large; an effect the other way counts as inactive or inconclusive. A portion of the library, so the mix of outcomes need not match the whole.

Molecule	PGK inhibitor	Pin1 inhibitor	BAZ2B block	G9a block	HP1b binding inh	GLS inhibitor	PI4K2A inh	JMJD2A Tudor inh	Pol eta inh
CCOC(=O)c1c(NC(NC(C)=O)C(Cl)(Cl)Cl)sc(C(C)=O)c1C (stereo not given)	-12.7%	?	?	-20.5%[2.33 µM]	20.7%	16.0%	11.0	-8.3%	-1.5%
O=C(N/N=C/c1c[nH]c2ccccc12)C1CC1c1ccccc1 (stereo not given)	-0.8%	-8.8%	-27.1%	?	5.6%	21.3%	-1.2	-33.1%	-18.1%
Nc1ccc(C2(c3ccc(N)cc3)C(=O)Nc3ccccc32)cc1	-9.5%	-3.2%	-31.6%	33.1%[59 µM]	4.9%	46.6%[activator]	3.1	-31.5%	-2.8%
Cc1ccc(S(=O)(=O)N2CCCCC2)cc1NC(=O)CSc1ccc2c(c1)OCCO2	-1.3%	35.8%[activator]	-4.9%	-9.1%	27.4%	-3.2%	-13.0	-20.8%	?
O=C(NNCc1ccc(O)cc1)c1ccccc1Cl	-4.3%	4.2%	-17.5%	?	22.8%	30.3%	-1.2	1.6%	-3.9%
Cc1c(C)n(Cc2ccc(F)cc2)c2ccc(C(=O)N3CCN(c4ccccn4)CC3)cc12	-1.8%	26.1%	?	31.6µM*	-20.6%[57 µM]	2.2%	-14.1	?	?
CCOC(=O)CCC(=O)NCc1ccc2[nH]c(C)cc2c1	·	0.3%	-2.5%	-2.2%[59 µM]	10.2%	10.6%	1.5	-18.4%	-4.8%
COc1cccc(Nc2ncnc3ccc(Br)cc23)c1	-6.4%	·	·	·	·	2.9%	-3.1	·	-7.1%
CCCc1nc(SCc2cccnc2)c2c(=O)n(C)c(=O)n(C)c2n1	-7.6%	9.0%	0.4%	-43.2%[59 µM]	33.4%	-6.6%	-1.0	-8.3%	-4.5%
CC(=O)Nc1c(Cl)cnn(-c2ccccc2)c1=O	1.9%	2.3%	·	·	32.8%	9.0%	0.2	-6.1%	-10.6%
CCS(=O)(=O)NC(C)C(c1cccs1)N1CCN(c2ccc(F)cc2)CC1 (stereo not given)	-3.8%	-0.2%	-27.3%	-26.9%[59 µM]	23.5%	20.1%	0.9	-20.4%	-8.7%
CCOc1ccccc1N(C(=O)c1ccccc1Cl)C1=NC(C)(C)CS1	-5.0%	-0.3%	-3.2%	31.8%	37.0%	-4.7%	0.7	-12.6%	-19.0%
COC(=O)c1ccc(/C=C/c2c(-c3ccsc3)oc3ccc(N4CCOCC4)cc23)cc1	-11.5%	-19.2%	-37.4%	-9.5%	35.9%	7.5%	-1.1	-21.8%	1.4%
COc1ccc(S(=O)(=O)N2CCCCCC2)cc1C(=O)N(C)CC(=O)Nc1ccc(Cl)c(Cl)c1	1.3%	11.3%	-5.9%	-9.3%[12.7 µM]	23.1%	-10.7%	2.4	-3.7%	-23.5%
COc1cccc(C(=O)CN2CCN(S(=O)(=O)c3cccc([N+](=O)[O-])c3)CC2)c1	1.2%	6.7%	1.7%	20µM*	27.6%	0.1%	-1.4	-15.6%	-8.7%
Cc1ccc(S(=O)(=O)N(C)CC(=O)O/N=C(\N)c2cccc([N+](=O)[O-])c2)cc1	2.3%	0.9%	-6.4%	-4.8%[59 µM]	-1.1%	4.0%	-2.0	-26.9%	-8.1%
O=C(O)CCCNS(=O)(=O)Cc1ccccc1	-5.5%	1.6%	1.2%	-2.4%	14.2%	0.3%	-4.1	13.7%	0.2%
COC(=O)c1sc(NC(=O)c2ccc3c(c2)OCO3)c(C#N)c1C	i	-9.0%	·	·	22.4%[57 µM]	1.0%	-11.7	-3.3%	-11.4%
COc1ccc(C(=O)NCc2c(CC(C)C)oc(C)c2C(=O)O)cc1	-0.4%	2.6%	-17.0%	?	4.7%	4.9%	-15.5	-18.8%	3.6%
COc1ccc(-c2noc(CSc3nnc(-c4ccccc4)n3-c3ccc(F)cc3)n2)c(OC)c1	-0.3%	9.1%	6.0%	-7.4%[59 µM]	42.0%	-3.5%	-3.8	-32.3%	-19.8%
CC(=O)c1sc(-c2ccccc2)nc1C	i	2.3%	-13.8%	9.3%	28.2%	0.7%	-2.6	-1.6%	-5.4%
O=C(CN1CCCCCCC1)N/N=C/c1ccc(F)c(F)c1	i	-18.0%	-37.1%	?	-37.4%	11.5%	-7.7	3.16µM*	-16.9%
CCC(=O)Nc1cc(C)c(NC(=O)C23CC4CC(CC(C4)C2)C3)cn1	3.2%	?	13.4%	1.12µM*	51.0%[activator]	0.9%	-1.4	1.3%	-10.5%
COc1ccc2nc(NC(=S)N(C)C)sc2c1	i	1.9%	?	1.41µM*	?	15.8%	-2.2	25.1µM*	-10.4%
CCN(CC)CCCNc1cc(C(F)(F)F)c(C#N)c2nc3ccccc3n12	i	?	9.1%	?	44.5%[activator]	-16.7%	0.5	9.2%	-14.7%
O=C(Nc1ccc(F)cc1F)N1CCN(C(=O)c2ccco2)CC1	5.7%	-2.2%	-15.9%	0.9%	13.6%	2.2%	-5.2	-15.9%	-10.1%
C/C(=N\NC(=O)CC(C)C)c1ccc(Cl)c(Cl)c1	-7.2%	1.7%	-6.9%	·	45.3%	-6.0%	-2.0	14.2%	-19.4%
COc1cc(-c2noc(CCC(=O)Nc3cc(C)ccc3C)n2)cc(OC)c1OC	-0.8%	1.1%	-3.7%	-32.4%[59 µM]	5.4%	-12.9%	-1.0	-19.1%	-0.9%
COc1cccc(OC)c1C(=O)Nc1cccc(-c2ccc(N3CCOCC3)nn2)c1	-1.7%	4.7%	13.3%	-3.4%	33.1%	3.9%	-2.2	-12.8%	6.7%
CCOc1ccccc1Cn1c(=O)oc2ccc(C)cc21	-5.5%	-4.6%	92.9%[activator]	66.8%[activator][59 µM]	160.6%	13.0%	6.9	92.5%[activator]	-4.4%
Cc1c(CCC(=O)O)c(=O)oc2cc(OCc3ccccc3F)ccc12	4.7%	-5.6%	-1.0%	23.1%	2.1%	2.7%	-1.5	2.1%	-4.5%
COc1cc(OC)cc(C(=O)N2CCN(C(=O)c3cccs3)CC2)c1	-1.6%	26.5%	-6.1%	-1.0%	-31.2%	8.1%	-21.0	-17.3%	-2.6%
CCOc1ccccc1NC=C1C(=O)OC(C)(C)OC1=O	-0.7%	7.7%	-2.9%	12.9%[59 µM]	22.4%	-1.7%	5.1	-8.3%	-1.6%
CC(C)Oc1c(Br)cc(Br)cc1/C=N/NC(N)=S	-6.7%	7.6%	42.6%[activator]	-7.5%[59 µM]	?	8.9%	1.2	?	-18.1%
O=C(NCC1CCCO1)c1cccc(S(=O)(=O)Nc2ccccc2Cl)c1 (stereo not given)	-8.1%	·	·	·	·	1.5%	-5.1	·	-16.5%
COc1cc(N=c2ssnc2Cl)cc(OC)c1	-5.6%	9.3%	44.7µM*	?	-79.8%	-21.9%	2.5	28.2µM*	-5.5%
CCCCC(=O)Nc1ccc2nc(SCC(=O)N3CCc4ccccc43)sc2c1	-6.2%	20.1%	-2.2%	4.7%[59 µM]	30.1%	-15.8%	3.4	-8.3%	-6.9%
COc1cc(OC)c(C2N(c3cc(C)on3)C(=O)C3CCCN32)cc1OC (stereo not given)	i	-2.7%	-33.5%	?	-12.0%	-2.2%	5.4	?	10.1%
Cc1nc(SCCOc2ccc(Cl)cc2)[nH]c(=O)c1Cc1ccccc1	·	-8.1%	0.0%	6.7%[59 µM]	17.8%	-2.8%	-0.8	-12.2%	·
COC(=O)c1ccc(/C=C/c2ccc3cccc(OC(C)=O)c3n2)cc1	-7.1%	4.4%	6.2%	-6.2%[59 µM]	54.7%[activator]	1.8%	-15.0	-1.5%	-14.9%
CCOc1ccccc1NC(=O)CSc1nnnn1C1CCCC1	-1.0%	-9.5%	-16.0%	9.8%	26.6%	-3.9%	3.5	2.1%	-5.4%
CCCCC(=O)Nc1ccnc(-c2cccnc2)n1	10.5%	0.7%	-12.6%	·	27.4%	-6.5%	2.4	2.2%	-3.4%
Cc1ccc(Oc2ncccc2/C=N/OCc2ccc(Cl)c(Cl)c2)cc1	-23.8%	1.7%	92.4%[activator]	86.0%[activator][59 µM]	156.8%	-0.4%	4.7	103.2%[activator]	-11.7%
CC(C)(C)C1CCC(C(=O)NCC(c2cccs2)N2CCOCC2)CC1 (stereo not given)	4.5%	4.9%	-17.1%	-0.9%	24.0%	11.3%	1.8	-17.3%	-3.4%
Cc1c(Br)c([N+](=O)[O-])nn1CC(=O)NCc1ccccc1	i	1.1%	-17.2%	-27.5%	-1.3%	-18.9%	-2.0	-30.9%[11.4 µM]	13.3%
COC(=O)C(NC(=O)C(NC(=O)C1CCC(C)CC1)C(C)C)C(C)C (stereo not given)	-9.4%	-2.6%	·	·	23.8%	1.6%	5.6	6.2%	-21.7%
C/C(=N\Nc1nc(C)cc(=O)[nH]1)C1CC1	-2.3%	-4.7%	16.1%	7.94µM*	40.5%[activator]	18.0%	-0.3	17.8µM*	-17.8%
COc1ccc(-c2nc3ccccc3c(=O)n2CCOc2c(C)cccc2C)cc1	-2.9%	6.2%	13.1%	60.2%[59 µM]	38.3%[activator]	11.0%	-8.6	29.0%	-10.7%
COc1ccc(Oc2ncnc3c2ncn3Cc2ccccc2)cc1	-4.0%	-4.0%	7.5%	13.2%[59 µM]	12.3%	-3.8%	-0.6	-8.7%	-15.6%
